High-throughput results deposited in PubChem by several laboratories.
BoNT A protease = BoNT/A light chain protease inhibitors, primary screen, biochemical, flow cytometry, MLPCN library; Botulinum neurotoxin type A light chain protease (Clostridium botulinum A str. ATCC 3502); multiplex microsphere protease substrate cleavage; inhibition, % at 10 µM; 360,000 compounds, 0.17% hits; AID 588499, 2011; further: plate controls were buffer without enzyme for full effect and enzyme alone for no effect
BoNT F protease = BoNT/F light chain protease inhibitors, primary screen, biochemical, flow cytometry, MLPCN library; Botulinum neurotoxin type F light chain protease (Clostridium botulinum); Multiplex microsphere protease cleavage assay; inhibition, % at 10 µM; 360,000 compounds, 0.22% hits; in the data active means inhibition above about 35%, passing the limit was not always enough; inconclusive means no clear call, values can overlap the other calls; further: plate controls were buffer without enzyme for full effect and enzyme alone for no effect
SSB-PriA inh = inhibitors of Klebsiella pneumoniae PriA binding to SSB C-terminal tail, primary screen, biochemical, AlphaScreen; 430,000 compounds, 0.6% hits; AID 1272365, 2023; inhibition, % at 33 µM; PriA–SSB C-terminal tail interaction (Klebsiella pneumoniae); AlphaScreen SSBct-PriA binding, biotinylated peptide; in the data active means inhibition mostly above about 37%, no sharp cut-off; inactive means mostly below about 20%;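 further: plate controls were negative control peptide for no effect and reference peptide for full effect; strong numbers were not always called active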
VHR inh abs = VHR1 phosphatase inhibitors, primary screen, biochemical, absorbance, uHTS. Dual specificity protein phosphatase 3 (Homo sapiens), P51452. recombinant VHR phosphatase, pNPP absorbance. inhibition, % at 13.3 µM. 290,000 compounds, 0.52% hits. AID 1654, 2009; in the data active means inhibition above about 50%; further: some compounds called inactive have numbers as strong as hits
Target sequence (P51452 whole entry, looked up): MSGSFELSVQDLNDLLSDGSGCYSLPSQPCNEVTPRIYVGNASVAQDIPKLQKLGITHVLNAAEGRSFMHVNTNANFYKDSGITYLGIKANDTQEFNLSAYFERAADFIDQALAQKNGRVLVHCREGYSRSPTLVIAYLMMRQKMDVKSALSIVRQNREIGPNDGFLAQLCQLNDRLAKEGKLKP
CCHF vOTU inh = CCHFV vOTU protease inhibitors, primary screen, biochemical, Pep-AMC substrate, fluorescence. Crimean-Congo hemorrhagic fever virus L polyprotein viral ovarian tumor (vOTU) protease …. AID 651958, 2012. 370,000 compounds, 0.55% hits. inhibition, % at 11.5 µM; in the data active means inhibition above about 30%; further: 0% = vehicle wells with enzyme and 100% = no enzyme wells
Anthrax LF inh2 = Bacillus anthracis LF protease inhibitors, primary screen, biochemical, multiplex microsphere, MLPCN library. multiplex microsphere protease cleavage assay. 360,000 compounds, 0.12% hits. inhibition, % at 10 µM; further: plate controls were buffer without enzyme for full effect and enzyme alone for no effect
Target sequence (P15917 whole entry, looked up): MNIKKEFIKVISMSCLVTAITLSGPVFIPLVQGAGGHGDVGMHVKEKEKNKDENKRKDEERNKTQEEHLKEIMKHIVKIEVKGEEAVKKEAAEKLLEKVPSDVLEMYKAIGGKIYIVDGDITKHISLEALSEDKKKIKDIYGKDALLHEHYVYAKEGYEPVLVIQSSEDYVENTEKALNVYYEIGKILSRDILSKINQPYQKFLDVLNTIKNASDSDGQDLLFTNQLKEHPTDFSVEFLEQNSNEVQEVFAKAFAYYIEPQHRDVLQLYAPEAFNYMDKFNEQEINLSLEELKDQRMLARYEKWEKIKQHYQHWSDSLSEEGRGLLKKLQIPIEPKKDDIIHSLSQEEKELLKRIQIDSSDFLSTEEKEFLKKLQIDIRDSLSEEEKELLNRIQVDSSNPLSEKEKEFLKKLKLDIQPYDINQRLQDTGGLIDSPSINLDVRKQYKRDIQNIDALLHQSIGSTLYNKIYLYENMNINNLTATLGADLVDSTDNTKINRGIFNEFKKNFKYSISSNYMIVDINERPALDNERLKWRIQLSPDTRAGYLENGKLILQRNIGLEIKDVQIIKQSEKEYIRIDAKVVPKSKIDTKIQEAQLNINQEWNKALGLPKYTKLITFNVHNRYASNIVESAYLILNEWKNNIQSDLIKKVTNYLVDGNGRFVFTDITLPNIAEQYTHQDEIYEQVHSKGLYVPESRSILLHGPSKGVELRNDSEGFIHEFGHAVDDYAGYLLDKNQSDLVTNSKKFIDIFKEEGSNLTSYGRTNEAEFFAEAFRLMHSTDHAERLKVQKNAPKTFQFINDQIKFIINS
3CLpro inhibitor = SARS-CoV 3CLpro protease inhibitors, primary screen, biochemical, quenched FRET. Replicase polyprotein 1ab (Severe acute respiratory syndrome coronavirus), P0C6X7. inhibition, % at 6 µM. AID 1706, 2009. recombinant SARS-CoV 3CLpro, quenched FRET peptide cleavage. 290,000 compounds, 0.14% hits; in the data active means inhibition above about 12%
MazEF act = activators of E. coli MazEF toxin-antitoxin RNase, primary screen, biochemical, fluorescence, uHTS | Endoribonuclease toxin MazF (Escherichia coli (strain K12)), P0AE70 | FAM/BHQ RNA-DNA oligo cleavage fluorescence, 5 h | activation, % at 20 µM | 350,000 compounds, 0.32% hits | AID 504720, 2011; in the data active means activation above about 50%
Rv3671c protease = Rv3671c serine protease inhibitors, primary screen, biochemical, fluorescence polarization, M. tuberculosis H37Rv. inhibition, % at 5.96 µM. P9WHR9. AID 2606, 2010. 320,000 compounds, 0.048% hits; in the data active means inhibition above about 38%;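 further: extracellular domain of Rv3671c used as enzyme; 0% = enzyme with DMSO and 100% = no enzyme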
PrPC TRFRET = inhibitors of human cell surface prion protein PrPC, primary screen, cell-based, TR-FRET | AID 720596, 2013 | TR-FRET read-out | inhibition, % at 13.8 µM | 370,000 compounds, 0.43% hits | Major prion protein (Homo sapiens), P04156; in the data active means inhibition above about 24%; further: 0% = median of the test wells and 100% = reference compound wells
An asterisk follows results filed as active; ? = inconclusive; . = not tested or not shown; & = joins results of further samples. Unless noted, no stated cut-off is given here; in the data, active means inhibition above about 30%; inconclusive means no clear call, values can overlap the other calls; inactive means below that. This is a subset; count on the stated rates, not on these rows.

SMILES	BoNT A protease	BoNT F protease	SSB-PriA inh	VHR inh abs	CCHF vOTU inh	Anthrax LF inh2	3CLpro inhibitor	MazEF act	Rv3671c protease	PrPC TRFRET
COc1ccc(Oc2ccccc2/C=N/O)cc1	0.2	12	.	24	8	0	-3	9	-3	1
CCN1CCC2(CCNC2)C1 (centres undefined)	-0.8	1	-13	12	-3	-3	-3	5	5	2
O=C(CNC(=O)c1cccc(F)c1)N/N=C/C=C/c1ccccc1	0.0	-1	.	-6	-14	-8	-3	-1	0	-13
Cc1cccc(OCC(=O)NCCCNC(=O)c2ccc(C)nc2)c1	-2.2	9	-4	20	0	6	-5	5	-17	4
CCOC(=O)N1CCc2c(sc3nc(SC(C)C)n(N)c(=O)c23)C1	-1.0	-12	-8	5	15	-2	-2	-2	4	7
O=C(Nc1ccccc1F)c1cc2c(s1)-c1ccccc1S(=O)(=O)C2	-0.6	-5	-6	10	-11	-7	7	-5	-10	-22
O=C(NCC1CCCO1)c1ccc(NS(=O)(=O)c2cccc([N+](=O)[O-])c2)cc1 (centres undefined)	-0.3	-7	-14	15	5	-5	0	-7	-1	-13
Cc1ccc(NN2C(=O)C=CC2=O)cc1	0.3	-2	0	-12	-14	0	-5	5	-6	-7
COCCN1C(=O)C(=O)/C(=C(/O)c2ccc3c(c2)OCCO3)C1c1ccc(C(=O)OC)cc1 (centres undefined)	0.7	12	.	15	12	6	-8	1	-4	11
O=C(NC1CCCC1)C1CCN(C(=O)c2ccc(-c3ccccc3)cc2)CC1	1.1	4	2	20	-8	3	1	3	5	-14
COC(=O)c1cccc(Nc2cc(C)nc(-c3ccccc3O)n2)c1	-1.8	-19	-9	17	-11	-5	-1	-8	-7	5
COc1ccccc1NC(=O)COC(=O)Cn1c(C)csc1=O	-0.6	2	.	.	-11	4	.	-5	.	-4
O=C(NC1CCS(=O)(=O)C1)/C(=C\c1ccco1)NC(=O)c1ccccc1 (centres undefined)	0.3	7	-6	17	-9	0	4	-17	-6	-9
CCOC(=O)c1ccc(NC(=O)c2ccc(OC(C)C)c(OC)c2)cc1	-0.4	-6	4	26	15	-2	-3	5	-14	7
CCn1nnc(NC(=S)NC(=O)c2ccc(-c3cccc(Cl)c3)o2)n1	1.1	-2	-3	-16	8	4	-3	11	5	-5
CC1=C(C(=O)Nc2ccccc2)C(c2ccco2)NC(=O)N1 (centres undefined)	1.1	5	-3	.	-10	-4	-2	2	1	5
COc1cc(CCC(=O)N2CC(C)OC(C)C2)cc(OC)c1OC (centres undefined)	0.0	-5	-3	-2	-2	3	6	-7	-1	-5
O=C(C1CCCN(Cc2ccccc2Cl)C1)N1CCCCC1 (centres undefined)	-1.7	2	1	-7	-12	-2	-1	4	6	-4
O=C(C1CCC1)N1CCN(S(=O)(=O)c2ccc(Br)cc2Cl)CC1	1.8	5	-10	.	-2	-4	.	6	6	-1
COc1ccc(CCNC(=O)C(=O)NCC2OCCN2S(=O)(=O)c2ccc(C)cc2)cc1OC (centres undefined)	-0.4	-1	-9	21	4	-4	-1	-7	4	7
CCC1(C)Cc2c(C#N)c(N)n(-c3ccccc3)c(=O)c2CO1 (centres undefined)	3.9	5	-14	-6	16	0	7	8	9	3
NC(=O)c1ccc(NCCc2ccco2)cc1	0.3	-212	.	.	7	-9	.	.	.	-5
COCCCn1cc(CN(C)C2CN(Cc3cn(CCCOC)nn3)S(=O)(=O)C2)nn1 (centres undefined)	-1.1	-3	.	.	4	-6	.	.	.	-5
CC(Nc1cccnc1)=C(C#N)C#N	-0.3	3	-7	13	9	4	1	1	-1	-2
O=C(Nc1ccc2oc(-c3ccc4ccccc4c3)nc2c1)c1ccc2c(c1)OCCO2	-0.5	-1	-5	14	-8	8	-5	-23	-5	-4
CCCCCC(=O)N1CCN(S(=O)(=O)c2ccc3c(c2)OCCO3)CC1	4.1	1	-6	.	-4	0	.	5	3	5
COc1cccc(NC(=O)Cn2c(CCC(=O)O)ccc2-c2cccs2)c1	-0.5	-7	-5	-2	5	3	-4	-5	0	-2
Cc1ccc(NC(=O)c2nc[nH]c2C(=O)NCc2ccccc2)cc1	-0.2	-1	-4	.	-3	4	.	3	-6	0
CC(C)Oc1ccc2c(=O)c(-c3ccccc3)coc2c1	-0.6	-1	-1	-3&21	5	-5	3&1	1	4	-2
COc1ccc(CCNC(=O)/C=C/c2ccco2)cc1OC	2.0	-25	-9	9	-6	4	-4	8	-1	5
Cc1nn(CC#N)c(=O)n1-c1ccccc1F	-2.7	-51	-3	39	8	-17	-2	1	3	1
Cc1nnc(SCC(=O)N2c3ccccc3C(C)(c3ccccc3)CC2(C)C)s1 (centres undefined)	-0.2	-6	2	17	10	1	5	13	-12	11
COc1ccc(CCNC(=O)C(=O)NCC2OCCN2S(=O)(=O)c2ccc(Cl)cc2)cc1OC (centres undefined)	0.1	-6	-1	-10	-4	-9	7	1	4	8
C=CCN1C(=O)/C(=C/c2cc(C)n(-c3cccnc3)c2C)C(=O)NC1=S	5.5	3	-1	4	-11	2	3	-11	-1	2
O=c1cc(-c2ccccc2)c2c(O)cc(O)cc2o1	0.4	3	9	18	13	18	0	6	-7	-14
Cc1ccc(OCC(=O)N2CCC3(CC2)CC(=O)c2ccccc2O3)cc1	-2.5	1	-4	.	-10	0	.	-2	6	-7
CCOc1ccc(OCC)c(-c2c(=O)n(OCc3ccc(C(C)(C)C)cc3)c3ccccc3[n+]2[O-])c1	4.9	0	-3	4	.	0	-3	-6	-6	.
O=C(c1ccc2c(=O)n(Cc3ccc4c(c3)OCO4)c(=O)[nH]c2c1)N1CCN(c2ccccc2)CC1	-1.2	-3	-9	23	2	3	-2	62*	0	-2
c1ccc(OCCCc2nc(-c3ccccn3)no2)cc1	0.3	-1	-14	2	2	-4	4	5	1	5
CCOC(=O)C1(CC/C(C)=N\NC(N)=O)CC(C)OC1=O (centres undefined)	0.0	2	.	-11	-16	-1	-2	6	3	-7
Cc1ccccc1CC1(CO)CCCN(C(=O)c2cccc(Cl)c2)C1 (centres undefined)	-1.3	-5	-6	11	-4	0	-1	1	1	-3
CCN(C(=O)c1cccc(Br)c1)c1ccccc1	0.1	-7	-5	-5	6	-1	-2	2	-9	4
O=C(NCCc1ccc(C(F)(F)F)cc1)C1CCC(=O)N(CCCN2CCCC2=O)C1 (centres undefined)	-1.6	2	-3	8	-9	1	0	8	-4	-2
CCc1ccc(O)c(N=Cc2cccc(C)c2O)c1	0.5	-1	4	-2	-7	1	2	-15	9	1
COc1ccc(C2=NC(C)(C)Cc3cc(OC)c(OC)cc32)cc1OC	-1.4	-19	-10	43	-1	-7	-2	7	6	-12
O=C(CSc1n[nH]c(=O)n1C1CC1)Nc1ccc(F)c(Cl)c1	0.2	-5	5	.	11	-11	.	4	2	-1
COC(=O)c1ccc(NC(=O)CC(=O)Nc2ccc(C(=O)OC)cc2)cc1	-2.1	16	2	16	-12	-2	3	-8	-39	-3
CC(C)[C@H](NC(=O)N1CC(=O)Nc2ccccc21)C(=O)N[C@@H](C(=O)O)c1ccccc1	1.5	3	8	1	1	-4	0	12	-1	-2
COc1ccc(-c2c3c(=O)n(C)c(=O)n(C)c3cn2-c2cccc(OC)c2)cc1	0.4	2	5	11	0	0	-3	-7	-4	3
N#CC1=C(N)OC2=C(CCc3ccccc32)C1c1ccccc1Cl (centres undefined)	0.1	-1	-17	0	-31	2	-6	-18	1	-4
CN1c2ccccc2C(C)(C)C12CC(c1ccc(S(=O)(=O)N3CCCCC3)cc1)=NO2 (centres undefined)	0.5	-4	-5	5	9	-2	8	-8	0	8
COc1ccc(/C=N/NC(=S)SC)cc1OC	-0.6	-3	.	-7	8	-2	-1	0	2	0
CC(=O)Nc1nnc(COc2ccc(Cl)cc2)s1	-1.0	-1	-1	18	-8	-1	2	2	-2	12
COc1ccc(-c2nc(CS(=O)CC(=O)N3CCN(C)CC3)c(C)o2)cc1OC (centres undefined)	-0.1	2	2	21	0	1	-1	3	7	-5
Cc1ccc(CNC(=O)C2C3C=CC(C3)C2C(=O)O)cc1 (centres undefined)	-0.5	-8	0	0	-8	-2	1	6	14	-3
COc1cccc(C(=O)NCc2cn3ccsc3n2)c1	-3.8	-21	-9	-9	-2	-16	4	10	1	-6
O=C(CN(CCO)c1ccccc1)Nc1ccc(Cl)c(S(=O)(=O)N2CCOCC2)c1	-0.6	-2	-2	3	-2	7	-1	6	-14	9
O=C(COC(=O)c1cc(S(=O)(=O)N2CCOCC2)ccc1F)Nc1c(Cl)cccc1C(F)(F)F	0.2	-8	0	.	-5	-3	.	-4	4	-5
Cc1ccc(-c2cc(C(F)(F)F)n3nc(C(=O)Nc4c(C)n(C)n(-c5ccccc5)c4=O)cc3n2)cc1	-0.4	-7	-9	23	15	2	-2	-3	4	-4
COc1cccc(NC(=O)CN(C)C(=O)C(Sc2ccccc2)c2ccccc2)c1 (centres undefined)	.	.	-3	.	1	.	.	4	.	11

Next part
SMILES	BoNT A protease	BoNT F protease	SSB-PriA inh	VHR inh abs	CCHF vOTU inh	Anthrax LF inh2	3CLpro inhibitor	MazEF act	Rv3671c protease	PrPC TRFRET
COc1cc(OC)c(OC)cc1CNC(=O)c1cc(S(=O)(=O)N(C)c2ccccc2OC)ccc1C	0.0	-5	18	.	10	-2	.	-3	.	13
CC(C)(C)SCCNS(=O)(=O)c1ccccc1	0.1	2	-6	19	-5	4	1	6	7	11
CC(=O)N1Cc2cc(C(=O)NCc3cccc(F)c3)nc(-c3cccc(C4=CCCCC4)c3)c2[C@H]1CCO	0.0	-1	.	.	10	2	.	.	.	-1
O=C(c1cccc(S(=O)(=O)N2CCCCCC2)c1)N1CCN(Cc2ccccc2)CC1	0.2	-11	-1	.	18	5	.	-3	.	6
CCCc1cc(=S)n2c([nH]c3ccccc32)c1C#N	-1.0	?	0	4	-2	-15	10	6	0	-2
O=C(O)Cn1cc(C(=O)C(F)(F)F)c2ccccc21	-0.2	1	2	4	8	4	1	2	2	-2
CC(=O)N1CC[n+]2c(-c3ccc([N+](=O)[O-])cc3)csc21	.	.	16	17	-6	.	5	1	-12	-32
COc1cc(OC)cc(C(=O)Nc2ccc(S(=O)(=O)Nc3nc(C)cc(C)n3)cc2)c1	1.3	10	-2	18	0	1	-2	1	3	3
O=C(NCCN1CCN(c2cccc(Cl)c2)CC1)Nc1ccccc1	2.8	12	-16	13	-5	1	4	-2	5	-7
